Compound activity: PubChem, several laboratories
HTR2A ag: mouse Htr2a agonists via beta-arrestin recruitment, primary screen, cell-based, luminescence. 360,000 compounds, 0.66% hits. CHO-K1 mHTR2A beta-arrestin complementation; percent of 30 µM serotonin response. activation, % at 7.6 µM;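 active = activation above a run cutoff, the mean activation of all tested compounds plus 3 SD, cut at about 14% in these data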;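 note: 0% = plate median of compound wells and 100% = 30 µM serotonin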
Glyco luc inh: increase of ERlucT glycosylation luciferase signal, primary screen, N-linked glycosylation inhibitor project, D54 ERlucT cells, luminescence, set 2 | D54 ERlucT glycosylation luciferase reporter, 24 h; percent of 100 nM tunicamycin response | reporter increase, % at 12.5 µM | 360,000 compounds, 0.23% hits | AID 588692, 2011;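 active = mean luciferase reporter signal, scaled so untreated is 0 and the glycosylation-blocking control 100, at or above a set limit in every replicate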;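 note: luciferase carries N-glycosylation sites so blocking glycosylation raises the light; 0% = median of neutral control wells and 100% = median of 100 nM tunicamycin wells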
ABCB6 inh 2: ABCB6 transporter inhibitors, primary screen, K562-ABCB6 cells, flow cytometry, MLPCN library; ATP-binding cassette sub-family B member 6 (Homo sapiens), Q9NP58; AID 602162, 2011; 360,000 compounds, 0.19% hits; fluorescence ratio to DMSO, % at 10 µM; K562-ABCB6 porphyrin accumulation, 1 h; stronger effect = lower value;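 active = fluorescence ratio to DMSO below 75%, the collection mean minus 3 SD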;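 note: signal is porphyrin accumulated inside mitochondria; 100% equals median channel fluorescence of DMSO control wells; lower ratio means ABCB6 inhibition with less porphyrin fluorescence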
Target sequence (Q9NP58 whole entry, looked up): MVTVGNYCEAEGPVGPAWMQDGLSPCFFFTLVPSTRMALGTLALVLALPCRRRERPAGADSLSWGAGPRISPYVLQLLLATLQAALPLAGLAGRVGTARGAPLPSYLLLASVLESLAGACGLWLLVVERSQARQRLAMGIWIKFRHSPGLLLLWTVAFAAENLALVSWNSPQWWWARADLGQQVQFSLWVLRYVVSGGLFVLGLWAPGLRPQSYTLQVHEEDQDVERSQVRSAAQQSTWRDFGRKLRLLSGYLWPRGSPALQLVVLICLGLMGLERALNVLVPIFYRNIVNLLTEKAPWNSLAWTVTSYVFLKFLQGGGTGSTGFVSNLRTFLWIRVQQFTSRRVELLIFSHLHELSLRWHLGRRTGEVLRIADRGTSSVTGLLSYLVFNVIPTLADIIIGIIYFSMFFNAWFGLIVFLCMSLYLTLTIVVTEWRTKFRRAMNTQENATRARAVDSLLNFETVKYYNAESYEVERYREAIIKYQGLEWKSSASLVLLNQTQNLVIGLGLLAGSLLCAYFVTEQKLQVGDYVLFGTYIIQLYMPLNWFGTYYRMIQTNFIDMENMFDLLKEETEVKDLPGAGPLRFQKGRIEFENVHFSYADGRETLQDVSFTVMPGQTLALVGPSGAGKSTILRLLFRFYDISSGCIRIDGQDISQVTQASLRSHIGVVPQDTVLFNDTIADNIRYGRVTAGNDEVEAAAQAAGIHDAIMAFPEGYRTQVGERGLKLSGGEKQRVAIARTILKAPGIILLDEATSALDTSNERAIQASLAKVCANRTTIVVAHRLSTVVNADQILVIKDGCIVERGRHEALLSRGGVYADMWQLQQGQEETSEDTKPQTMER
Exocytosis inh: LAMP-1 surface exposure blockers, TALL-104 cells – cell-based, flow cytometry, MLPCN library, primary screen; AID 651702, 2012; TALL-104 LAMP-1 surface exposure; cells stimulated with thapsigargin and PMA; inhibition, % at 10 µM; 360,000 compounds, 0.66% hits;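 active = inhibition above about 55%, limit read from the data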
CaV13 FRET inh: Primary screen for inhibitors of IQ motif and Ca2+-dependent inactivation inhibitor domain binding in CACNA1D, Förster resonance energy transfer in living cells, …. HEK cells, CFP/YFP FRET ICDI-IQ, plate reader, 10 min; percent FRET-ratio fall versus neutral wells. inhibition, % at 12.3 µM. 340,000 compounds, 0.098% hits. AID 743397;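 active = mean replicate inhibition of at least 30% and at least 1% of replicates passing that level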;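 note: 0% = median of the neutral control wells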
PDI inh: inhibitors of human PDI, primary screen, biochemical, turbidity, single point, plate reader; 350,000 compounds, 0.052% hits; PDI insulin aggregation turbidity, A650, 90 min; AID 588391, 2011; inhibition, % at 10 µM;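 active = mean inhibition across replicates of 30% or more, whatever share of single replicates reach that level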;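 note: absorbance from insulin aggregation driven by PDI reduction with DTT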
ABHD5 PLIN5 PPI: ABHD5-PLIN5 interaction inhibitors, primary screen, cell lysate, split luciferase complementation, luminescence; AID 602281, 2012; 360,000 compounds, 0.78% hits; inhibition, % at 4 µM; Split G. princeps luciferase complementation, 4 h; Perilipin-5 (Homo sapiens) + 1-acylglycerol-3-phosphate O-acyltransferase ABHD5 (Homo …;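 active = inhibition above the mean inhibition across every tested compound plus 3 SD, cut at about 22% in these data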;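 note: 0% = DMSO only wells and the 100% control is not disclosed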
MC4R antag cAMP: MC4R antagonists of cAMP signaling, primary screen, cell-based, TR-FRET, antagonist arm of biased-ligand search | Melanocortin receptor 4 (Homo sapiens), P32245 | AID 540295, 2011 | MC4R-expressing cells, MTII-stimulated cAMP, LANCE TR-FRET | 360,000 compounds, 0.48% hits | inhibition, % at 6.5 µM;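 active = inhibition above its plate's cutoff, the mean of tested wells on that plate plus 3 SD, cut at about 29% in these data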;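 note: 0% = Melanotan II alone and 100% = Melanotan II plus saturating MCL0020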
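Material: human MC4R-expressing U2OS cells. Probe or stimulus: Melanotan II challenge. Dosing: 6.5 µM single dose. Times: 30-min compound, 1-h challenge, 1-h detection, room temperature. Technique: TR-FRET with Eu-cAMP and labeled anti-cAMP, 671 nm. Replication: singlicate.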
H9c2 protect: cardioprotection against H2O2-induced cell death, primary screen, uHTS, H9c2 cells, ATPLite luminescence; 360,000 compounds, 0.63% hits; protection from H2O2 cell death, % at 20 µM; H9c2 cardiomyocytes, H2O2 injury protection, 2 h;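 active = compounds giving at least 50% protection of heart cells from peroxide-induced death in the single-dose screen, raw or plate-pattern-corrected value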;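 note: 0% = DMSO wells with peroxide and 100% = DMSO wells without peroxide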
MC4R barr agon: MC4R agonists recruiting beta-arrestin, primary screen, cell-based, luminescence, agonist arm of biased-ligand search; activation, % at 8.9 µM; Melanocortin receptor 4 (Homo sapiens), P32245; 360,000 compounds, 0.98% hits; U2OS MC4R beta-arrestin complementation; percent of melanotan II response, DMSO zero;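 active = activation above a per-plate cutoff, the mean activation of sample wells on that plate plus 3 SD, cut at about 8% in these data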
Numbers without * were called inactive; · = no result given. This is a random part of the collection, and some 4.2% of all compounds hit somewhere here.

SMILES	HTR2A ag	Glyco luc inh	ABCB6 inh 2	Exocytosis inh	CaV13 FRET inh	PDI inh	ABHD5 PLIN5 PPI	MC4R antag cAMP	H9c2 protect	MC4R barr agon
Clc1ccc(SCCCCN2CCOCC2)cc1	-2	-1	101	-1	-5	-1	2	3	-6	3.8
O=C(Nc1ccccc1Cc1ccccc1)c1ccccc1F	2	-2	98	4	-3	4	3	6	0	-0.1
O=c1[nH]c(C2CCCN(S(=O)(=O)c3ccc(F)cc3)C2)nc2c1nnn2Cc1ccccc1 (centres undefined)	-7	-1	109	0	-8	8	-4	17	20	0.4
CSCCC(C(=O)NC(C)(C)C)n1c(-c2cccc(NC(C)=O)c2)nc2ccccc21 (centres undefined)	-6	·	·	0	-9	·	5	·	·	·
Cn1c(-c2ccccc2[N+](=O)[O-])[n+](C)c2ccccc21	-3	6	96	2	-2	0	-5	2	2	-1.3
COCCNC(=O)c1onc(CSc2cc(C)ccc2C)c1C(=O)O	3	1	93	-2	-11	4	3	1	-2	-1.4
COC(=O)c1cc(=O)n(-c2c(Cl)cc(C(F)(F)F)cc2Cl)[nH]1	-2	5	105	-6	-5	-5	-3	1	-2	-1.6
COc1ccc(N2CCN(C(=O)C(=O)c3cn(CC(=O)N4CCCCCC4)c4ccccc34)CC2)cc1	-7	-2	166	-1	·	-1	0	0	-1	-1.8
N/C(=N\OC(=O)CCC1CCCCC1)c1cccc([N+](=O)[O-])c1	2	0	96	2	·	-3	-4	-8	-11	0.2
CCCCOc1ccc(S(=O)(=O)N2CCCCC2)cc1	-7	0	98	4	-6	-13	3	12	-10	5.4
O=C(O)C1CCC(CNS(=O)(=O)c2ccccc2)CC1 (centres undefined)	-6	0	98	-18	-17	-1	-6	2	4	-1.8
Cc1ccc(C(=O)NCC(=O)NCC(c2cccs2)N2CCOCC2)cc1 (centres undefined)	3	3	102	2	-3	-2	5	8	6	-1.1
NC(=O)Nn1c(CCC(=O)O)ccc1-c1ccc(F)cc1	-4	-1	99	0	-4	3	0	-1	7	-1.8
CCC(c1nnnn1-c1ccc2c(c1)OCCO2)N1CCN(c2ccc(F)cc2)CC1 (centres undefined)	-1	·	95	1	·	·	-2	·	·	·
O=C(CN1CCCCC1)Nc1cccc([N+](=O)[O-])c1	4	-1	86	0	-1	-3	-2	5	-2	-1.5
CCC(=O)NC(=S)Nc1ccc(-c2nc3ccc(C)cc3s2)cc1	-2	-4	104	6	-4	-6	-1	17	-10	-1.4
Cc1ccc(Cn2cc(CN(C)C3CN(Cc4cn(Cc5ccc(C)cc5)nn4)S(=O)(=O)C3)nn2)cc1 (centres undefined)	7	·	95	-4	-8	·	-6	·	·	·
CN(CC(=O)Nc1ccc(F)cc1)S(=O)(=O)c1ccc2c(c1)c(=O)n(C)c(=O)n2C	4	1	99	-12	-3	8	-11	17	0	-0.6
O=C(NCc1ccco1)C1(S(=O)(=O)c2ccccc2)CC=CC1	4	2	93	2	-9	-1	-12	1	12	-2.1
CCOC(=O)c1c(C)oc2cc(Br)c(OCC(N)=O)cc12	3	2	88	-3	-5	-4	-1	0	-5	-3.0
CCCS(=O)(=O)NC(=O)C1(C)CCCN(C(=O)c2ccccc2OC(F)(F)F)C1 (centres undefined)	8	2	98	-6	·	-2	2	1	10	2.3
O=C(Nc1ccc(OC(F)F)cc1)Nc1cccc(C(F)(F)F)c1	0	-17	90	9	-4	-1	-12	9	-18	2.4
COc1ccc(-c2noc(CCC(=O)NCC3CCN(Cc4cccc(C)c4)CC3)n2)cc1	1	-2	100	3	-1	4	-1	-5	-16	0.0
CCN1CCN(CC2COc3ccccc3O2)CC1 (centres undefined)	-2	-1	101	8	-5	-4	-2	16	2	-0.6
Cc1[nH]n(-c2ccc(Br)cc2)c(=O)c1/C=N/NC(=O)c1ccccc1	2	-9	92	9	-3	-9	-9	0	-7	-2.8
CCOC(=O)c1cccc(NC(=O)CSc2nnc(COc3ccc(Cl)cc3)o2)c1	-3	0	98	-1	-5	1	-2	-7	-1	7.3
CCOc1ccc(OCC(O)CN2CCc3ccccc3C2)cc1 (centres undefined)	-11	1	96	6	-4	-7	4	7	3	-0.5
CCOC(=O)CNC(=O)c1cc(-c2ccccn2)nc2c(C)c(Cl)ccc12	-4	2	107	1	-2	8	0	15	2	30*
CN(C)c1nc(-c2ccccc2)nnc1C(F)(F)F	3	1	103	0	·	-13	-7	-3	-10	2.3
Cc1c(OC(C)C(=O)NCC2CCC(C(=O)O)CC2)ccc2c3c(c(=O)oc12)CCCC3 (centres undefined)	-2	2	107	9	-5	2	-7	11	8	-1.5
Cc1ccc(S(=O)(=O)Nc2ccc(Nc3nccn4c(-c5cccc(OC(F)(F)F)c5)cnc34)cc2)cc1	-7	-6	95	-1	-5	-10	-2	18	-15	0.6
Cc1ccccc1NC(=O)CSc1nc2[nH]c(=O)cc(O)c2s1	4	1	97	7	-5	4	-6	1	1	-3.5
COc1ccc(S(=O)(=O)N(C)C[C@H]2Oc3ccc(NS(=O)(=O)c4cccs4)cc3CC(=O)N([C@H](C)CO)C[C@H]2C)cc1	5	0	93	-5	-5	15	-6	7	0	2.6
COc1cc(-c2cnc3c(NC(C)=O)cc(-c4ccccc4CN(C)C)cn23)cc(OC)c1OC	3	40*	103	1	6	3	4	0	4	-1.9
O=C(Nc1ccc(S(=O)(=O)Nc2nccs2)cc1)c1cc(-c2ccccc2)nc2ccccc12	3	0	98	19	-11	-7	-5	11	6	4.8
COCc1c(C(=O)OC)nnn1-c1ccccc1	2	1	100	3	-4	11	1	15	0	-1.6
Cc1nc2ccccc2n1/N=C/c1ccc([N+](=O)[O-])o1	-3	11	104	-1	-9	-5	-2	-3	0	0.6
CCOC(=O)C1=C(C)NC(C)=C(C(=O)OCC)C1c1cc(N)ccc1OC(F)F	-1	1	104	-2	-5	9	-2	19	14	1.7
CC(C)(C)C(=O)Nc1ccc2oc(-c3cc(F)c(F)cc3Cl)nc2c1	-5	-3	103	-1	-6	8	4	8	-16	2.2
CCOC(=O)c1sc2c(c1C)c(=O)c(C(=O)OCC)cn2CC	-4	-1	103	0	-8	5	4	4	2	0.9

Continued (2 carried over from the part before).
SMILES	HTR2A ag	Glyco luc inh	ABCB6 inh 2	Exocytosis inh	CaV13 FRET inh	PDI inh	ABHD5 PLIN5 PPI	MC4R antag cAMP	H9c2 protect	MC4R barr agon
CC(C)(C)C(=O)Nc1ccc2oc(-c3cc(F)c(F)cc3Cl)nc2c1	-5	-3	103	-1	-6	8	4	8	-16	2.2
CCOC(=O)c1sc2c(c1C)c(=O)c(C(=O)OCC)cn2CC	-4	-1	103	0	-8	5	4	4	2	0.9
Cc1occc1-c1nnc(SCC(=O)NC2CCCCC2)o1	-3	1	94	-7	-16	-9	6	6	4	-0.1
COc1nc(C)ccc1-c1noc(-c2cccnc2)n1	1	-1	93	3	-6	-4	-3	16	-7	1.1
CCn1c(C(=O)N2CCc3ccccc3C2)cc2sccc21	3	-1	99	-5	-5	-8	-3	0	-4	1.2
O=C(Nc1ccc(Cl)cc1[N+](=O)[O-])c1ccc2c(c1)OCCO2	8	-7	102	0	·	5	11	-1	-3	-0.8
COc1ccc(S(=O)(=O)N2CCCCCC2)cc1NC(=O)CN1C(=O)CNC1=O	1	-1	98	0	-6	-2	-6	13	7	0.2
COc1ccc(S(=O)(=O)N2CCCC(C(=O)NCC3CCCO3)C2)cc1C (centres undefined)	-5	0	95	-1	-6	11	1	7	4	-4.0
CCc1ccc(NS(=O)(=O)c2ccc3[nH]cc(C(=O)N4CCc5ccccc54)c(=O)c3c2)cc1	-3	1	100	2	-4	-2	4	8	-10	-0.6
CN(Cc1cccc(F)c1)C(=O)C1CC(=O)N(Cc2ccco2)C1 (centres undefined)	2	1	103	-1	-11	1	0	3	-6	-2.7
O=C(COC(=O)/C=C/c1ccc(Cl)cc1)NC1CCCCCC1	1	0	98	-1	-7	-12	3	-6	2	-3.7
O=[N+]([O-])CC(=Nc1ccc(Cl)cc1)N/N=C\c1oc(O)c2ccccc12	-2	-4	99	-2	-5	-18	0	-1	1	-1.5
COc1ccccc1NS(=O)(=O)c1cc(C(=O)NCC(c2cccs2)N2CCOCC2)ccc1C (centres undefined)	5	1	96	-3	-5	-3	-5	3	12	-3.3
Cc1ccccc1NC(=O)NC1(C(=O)NCCCN2CCOCC2)CCCCC1	3	2	105	0	-5	7	0	3	-13	-1.6
CCN1C(=O)C(CC(=O)Nc2ccc(OC)cc2)N(CCN2CCOCC2)C1=S (centres undefined)	-2	0	98	-3	0	-1	-10	-4	2	-0.7
Cc1ncc(CO)n1Cc1ccc(Cl)cc1	11	-1	91	-2	-5	11	2	4	2	3.2
CC(C)(C)c1ccc(-c2ncccc2O)cc1	7	0	94	-14	-2	6	-4	-5	-16	-1.2
O=C(COC(=O)c1cccnc1Cl)c1ccc(OC(F)F)cc1	-4	3	96	-2	8	7	-3	6	-2	-2.8
O=C(CC1C(=O)NCCN1C(=O)Nc1ccc(F)cc1F)Nc1cc(Cl)ccc1Cl (centres undefined)	1	1	96	2	-22	7	0	5	-6	-0.8
CCOCCCNC(=O)CCc1nnc2ccc(N3CCCCC3)nn12	1	1	98	0	·	6	-2	20	7	0.9
CCS(=O)(=O)c1ccc(O)c(NC(=O)Nc2ccccc2OC)c1	-1	3	107	6	-19	-2	2	-2	1	-0.8
CC(=O)c1c(C)[nH]c(C(=O)NCc2ccco2)c1C	2	1	96	3	-7	0	-7	24	-2	3.1
CC1CC(C)CN(S(=O)(=O)c2ccc(C(=O)OCC(=O)NCCN3C(=O)CSC3=O)cc2)C1 (centres undefined)	-2	-1	99	0	-18	-2	8	0	-1	0.2
Cc1cc(C)cc(NC(=O)CSc2nc(=O)n3cc(C)ccc3n2)c1	2	1	93	2	-15	9	1	2	6	-3.1
COc1ccccc1CC(=O)O/N=C(\N)Cc1cccc2ccccc12	-4	5	98	0	-4	2	-4	-3	-9	-0.3
Cc1cccc(C)c1NC(=O)CSc1nc(C)c(CC(=O)c2ccc(Br)cc2)c(C)c1C#N	0	-2	90	-1	·	-4	5	5	-30	2.5
CCC/C(C)=N\Nc1nc2c(c(=O)n(C)c(=O)n2C)n1C	-3	2	92	-6	-8	-1	-9	-9	-3	-1.0
